# TMEM16A act: TMEM16A chloride channel activators or potentiators, primary screen, cell-based, HTS; HEK293 TMEM16A/YFP-H148Q/I152L, iodide quench fluorescence; stronger effect = lower value; B-score at 10 µM; 0.3% of 340,000 active; AID 623877, 2012;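 active = fluorescence-ratio B-score plate-corrected deviation score at least 3 library SD below zero, with starting fluorescence score within 5 deviations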;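 note: channel opened by trigger with iodide after compound preincubation; score built on the fluorescence ratio of max minus min over baseline; more negative score means more quench and so TMEM16A activation or potentiation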
# Target sequence (Q8BHY3 whole entry, looked up): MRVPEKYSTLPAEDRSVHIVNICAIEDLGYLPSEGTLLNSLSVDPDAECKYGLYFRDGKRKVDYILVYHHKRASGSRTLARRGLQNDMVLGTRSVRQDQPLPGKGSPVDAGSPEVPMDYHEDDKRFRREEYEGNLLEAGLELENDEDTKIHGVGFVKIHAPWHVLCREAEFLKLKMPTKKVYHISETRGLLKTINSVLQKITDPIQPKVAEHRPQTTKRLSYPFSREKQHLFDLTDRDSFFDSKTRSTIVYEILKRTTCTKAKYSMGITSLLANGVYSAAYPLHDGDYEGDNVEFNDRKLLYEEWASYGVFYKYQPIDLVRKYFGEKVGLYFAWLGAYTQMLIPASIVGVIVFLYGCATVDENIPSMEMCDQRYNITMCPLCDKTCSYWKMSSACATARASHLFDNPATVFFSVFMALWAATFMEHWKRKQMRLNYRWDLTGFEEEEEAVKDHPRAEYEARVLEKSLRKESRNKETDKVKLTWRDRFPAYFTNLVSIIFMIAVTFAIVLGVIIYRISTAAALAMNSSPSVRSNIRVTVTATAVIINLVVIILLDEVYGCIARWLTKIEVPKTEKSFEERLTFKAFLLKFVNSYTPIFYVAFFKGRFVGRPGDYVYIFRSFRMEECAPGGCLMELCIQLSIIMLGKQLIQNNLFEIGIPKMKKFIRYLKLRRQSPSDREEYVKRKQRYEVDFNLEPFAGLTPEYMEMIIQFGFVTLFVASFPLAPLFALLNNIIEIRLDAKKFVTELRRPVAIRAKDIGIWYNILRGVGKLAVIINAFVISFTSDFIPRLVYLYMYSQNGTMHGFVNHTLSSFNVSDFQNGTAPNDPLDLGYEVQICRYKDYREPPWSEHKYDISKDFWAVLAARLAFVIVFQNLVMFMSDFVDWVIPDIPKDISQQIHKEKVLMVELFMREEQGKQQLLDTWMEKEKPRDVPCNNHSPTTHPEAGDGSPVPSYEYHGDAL
# Starred values were filed as active, the others as inactive; i = inactive.
item | SMILES | TMEM16A act
1 | COc1ccc(-c2sc3cc4c(cc3c2C#Cc2cncn2C)OCO4)cc1 | i
2 | CCOC(=O)C1=CC[C@H]2c3c(c4ccccc4n3C)C(=O)C1N2C | i
3 | COC(=O)C1=C(C)N(Cc2ccccc2)C(=NCc2ccc3c(c2)OCO3)N[C@H]1c1ccccc1 | i
4 | Cc1ccc(C(=O)OCC(=O)NC(=O)NCc2ccccc2)cc1C | i
5 | COc1ccc(NC(=O)COC(=O)Cn2cnc3ccccc3c2=O)c(OC)c1 | i
6 | O=C(CN1C(=O)NC2(CCc3ccccc32)C1=O)NCc1cccc(C(F)(F)F)c1 (centres undefined) | i
7 | COc1ccc(-c2cn3nc(C)c(C)nc3n2)cc1OC | i
8 | O=C(CN1CCN(C(=O)c2ccccc2)CC1)Nc1cccc(S(=O)(=O)N2CCCC2)c1 | i
9 | Cn1cccc1C1CCCN1CC(=O)Nc1c(Cl)cc(Cl)cc1Cl (centres undefined) | i
10 | CCOc1ccc(OCCNC(=O)C(NC(=O)c2c(F)cccc2F)C(C)C)cc1 (centres undefined) | i
11 | CCc1ccc(NC(=O)C(=O)c2ccccc2NC(C)=O)cc1 | i
12 | CC1Cc2ccccc2N1C(=O)c1ccc(F)c(S(=O)(=O)N2CCOCC2)c1 (centres undefined) | i
13 | O=C(COc1ccccc1F)Nc1ccccc1C(=O)NC1CC1 | i
14 | CC(Sc1nnc(-c2ccccc2F)n1C1CC1)C(=O)NCc1ccco1 (centres undefined) | i
15 | COc1ccc(C2=CN(Cc3ccccc3)CCC2=O)cc1 | i
16 | Cc1ccc(S(=O)(=O)N(C)C[C@H]2Oc3ccc(NC(=O)C4CCCCC4)cc3C(=O)N([C@H](C)CO)C[C@H]2C)cc1 | i
17 | COc1ccc(CC(=O)NNC(=O)COc2ccc(Cl)cc2C)cc1S(=O)(=O)N1CCOCC1 | i
18 | O=C(COc1ccccc1)Nc1cccc(S(=O)(=O)N2CCCC2)c1 | i
19 | O=C(COC(=O)c1cc[n+]([O-])cc1)NC(=O)c1ccc(OC(F)F)cc1 | i
20 | O=C(NC(=S)Nc1ccccc1Br)C1CCCCC1 | i
21 | Cc1ccc(C(=O)NCC(=O)OCC(=O)Nc2cc(S(=O)(=O)N3CCOCC3)ccc2Cl)s1 | i
22 | N#Cc1cccc(NS(=O)(=O)c2ccccc2Cl)c1 | i
23 | CN(Cc1ccccc1)C(=O)c1[nH]cnc1C(=O)NC1CCN(C(=O)OC(C)(C)C)CC1 | i
24 | Cc1cccc(Nc2nnc(SCC(=O)NCC3CCCO3)s2)c1C (centres undefined) | i
25 | CC(C)CCN(C(=O)C1CCCC1)c1c(N)n(Cc2ccccc2)c(=O)[nH]c1=O | i
26 | COc1cc(OC)cc(C(=O)NNC(=O)CCc2nc3ccccc3c(=O)[nH]2)c1 | i
27 | CC(C(=O)Nc1ccc(Br)cc1)N(C)CC(=O)NCc1ccco1 (centres undefined) | i
28 | O=[N+]([O-])c1ccc2[nH]c(=S)[nH]c2c1 | i
29 | O=C(CCN=C1NS(=O)(=O)c2ccccc21)NCc1ccccc1F | i
30 | Cc1cc(C)nc(SCc2nnc(SCC(=O)Nc3nccs3)n2C)n1 | i
31 | Brc1ccc(C2Nc3cccc4cccc(c34)N2)cc1 | i
32 | CN(CC(=O)Nc1c(Cl)cccc1Cl)C(=O)c1ccc(NS(=O)(=O)c2ccc3[nH]c(=O)[nH]c3c2)cc1 | i
33 | O=C(COC(=O)c1ccc([N+](=O)[O-])s1)NCCc1ccccc1 | i
34 | C=C1C(=O)c2sccc2C(c2ccc(OC)c(OC)c2)C1COC(C)=O (centres undefined) | -4.8*
35 | NS(=O)(=O)c1cccc(NC(=O)COC(=O)CNC(=O)c2ccc(-c3ccccc3)cc2)c1 | i
36 | CCOc1cc2c(cc1O)CCC1C2CCC2(C)C(O)CCC12 (centres undefined) | i
37 | COc1ccc(C)cc1NC(=O)C(c1ccccc1)N1CCN(CC(=O)N2CCOCC2)CC1 (centres undefined) | i
38 | Cc1ccc(NC(=S)NC(=O)C2CCCC2)c(Br)c1 | i
39 | Cc1ccc(NC(=O)CSc2nc3[nH]c(=O)cc(O)c3s2)c(Br)c1 | i
40 | Cc1ccc(NC(=O)C2=CC=CN3CCS(=O)(=O)N=C23)cc1 | i
41 | O=C1C(=O)N(Cc2ccccc2)C(=O)N1CCOc1ccccc1 | i
42 | COc1ccc(NC(=O)N(C)C[C@H]2Oc3c(NC(=O)C4CCCCC4)cccc3C(=O)N([C@H](C)CO)C[C@@H]2C)cc1 | i
43 | CCCc1ccc(S(=O)(=O)N2CCN(C(C)C(=O)NC3CCCC3)CC2)cc1 (centres undefined) | i
44 | CCN(c1ccc(C(=O)CSc2nnc(C3CC3)n2C2CC2)cc1)S(C)(=O)=O | i
45 | Cc1ccc(S(=O)(=O)/N=C2\C=C(Nc3ccc(O)cc3)C(=O)c3ccccc32)cc1 | i
46 | Cc1c(C(=O)N2CCN(S(=O)(=O)c3cccs3)CC2)oc2ccc(F)cc12 | i
47 | CC(O)(Cc1cccnc1)c1cccs1 (centres undefined) | i
48 | COc1ccc(NS(=O)(=O)c2cc(NC(=O)C3=NN(c4ccccc4)C(=O)CC3)ccc2OC)cc1 | i
49 | CC1=C(c2ccccc2)C=NNCC1=O | i
50 | CC(=O)Nc1cccc(O)c1 | i
51 | CC1=CC(=O)C(C(C)=Nc2cccc(Cl)c2)C(=O)O1 (centres undefined) | i
52 | CCN(CC)c1ccc(NC(=O)COC(=O)CCC(=O)c2cccs2)cc1 | i
53 | COC(=O)CCC[C@H]1CC2(C[C@H](CCCO[Si](C)(C)C(C)(C)C)N1C(=O)OC(C)(C)C)OCCO2 | i
54 | Cc1nc(N2CCN(Cc3ccc4c(c3)OCO4)CC2)c2oc3ccccc3c2n1 | i
55 | COc1cccc(NC(=O)COC(=O)CNC(=O)C2CCCCC2)c1 | i
56 | C[C@H](CO)N1C[C@H](C)[C@@H](CN(C)S(=O)(=O)c2cn(C)cn2)Oc2ccc(NC(=O)Cn3cnnn3)cc2C1=O | i
57 | Cc1ccc(NC(=O)CCN2C(=O)NC3(CCCC3)C2=O)cc1 | i
58 | CCCOc1ccc(NC(=O)CC2C(=O)OCC3CCCCN32)cc1 (centres undefined) | i
59 | O=c1[nH]c2c(c(=O)n1-c1ccccc1)CCO2 | i
60 | O=c1[nH]c(O)c(N=Nc2ccc(Cl)c(S(=O)(=O)Nc3ccccc3Cl)c2)c(=O)[nH]1 | i

# Some of the entries above, set out differently.
(42) COc1ccc(NC(=O)N(C)C[C@H]2Oc3c(NC(=O)C4CCCCC4)cccc3C(=O)N([C@H](C)CO)C[C@@H]2C)cc1
  TMEM16A act: i
(43) CCCc1ccc(S(=O)(=O)N2CCN(C(C)C(=O)NC3CCCC3)CC2)cc1 (centres undefined)
  TMEM16A act: i
(44) CCN(c1ccc(C(=O)CSc2nnc(C3CC3)n2C2CC2)cc1)S(C)(=O)=O
  TMEM16A act: i

# Remaining list, next part
item | SMILES | TMEM16A act
61 | COC(=O)c1c(-c2ccc(N(C)C)cc2)sc2ccc(OC)cc12 | i
62 | CCCCCCCCN1N=N[C@H]2[C@H]1[C@@H]1C[C@H]2N(C(=O)OC(C)(C)C)O1 | i
63 | CC(=O)Nc1cc2c(cc1Cl)Cc1cc(Cl)ccc1-2 | i
64 | COc1cc(SC)ccc1C(=O)N1CCN(S(=O)(=O)/C=C/c2ccccc2)CC1 | i
65 | Cn1c(=O)c2nc(NCc3ccccc3)sc2n(C)c1=O | i
66 | C=CC[C@@H](CC(=O)NCCO)C(=O)N[C@@H](COC(=O)[C@@H](CC=C)CC(=O)OC(C)(C)C)Cc1ccccc1 | i
67 | Cc1ccc(C)c(SCC(=O)Nc2cccc(S(=O)(=O)N3CCOCC3)c2)c1 | i
68 | Cc1cc(NC(=O)CSc2nccn2-c2cccc(F)c2)no1 | i
69 | O=C(CN1C(=O)NC2(CCc3ccccc32)C1=O)Nc1ccc(Br)cc1F (centres undefined) | i
70 | CN(C)c1ccccc1-c1csc(N2CCC(C(N)=O)CC2)n1 | i
71 | CCC(C(=O)OCC(=O)c1ccc(OC)cc1OC)c1ccccc1 (centres undefined) | i
72 | Cc1ccc(S(=O)(=O)N2CCOCC2)cc1C(=O)Nc1cccc(C(=O)NC2CC2)c1 | i
73 | COc1cccc(C(=O)N2CCN(C(=O)C3CCCO3)CC2)c1 (centres undefined) | i
74 | Cc1cc(C(=O)OCC(=O)NC2CCCC2)c2ccccc2n1 | i
75 | CN(C(=O)c1ccc(NC(=O)Cc2cccc(NC(=O)C3CCCN(C(=O)C4CCC4)C3)c2)cc1)C1CCCC1 (centres undefined) | i
76 | O=c1[nH]c2ccc(Br)cc2o1 | i
77 | C[C@@H]1CCC(=O)N(C[C@@H](C)CSc2ccc(Br)cc2)CC1 | i
78 | COc1ccc(COCC(O)CN2CCN(S(=O)(=O)c3ccc(C(C)C)cc3)CC2)cc1 (centres undefined) | i
79 | NS(=O)(=O)c1ccc(CNC(=O)c2ccc(C(=O)c3ccccc3)cc2)cc1 | i
80 | CCOC(=O)N1CCN(C(=O)c2ccc(S(=O)(=O)Nc3ccccc3)cc2)CC1 | i
81 | CCC(C)c1ccccc1O (centres undefined) | i
82 | CN(Cc1ccc(Cl)cc1)C(=O)COC(=O)CSc1ccc([N+](=O)[O-])cc1 | i
83 | Cc1ccccc1C(=O)O[C@H]1[C@H](Cc2ccccc2)NS(=O)(=O)[C@H]2CC3C=C[C@]12O3 | i
84 | CCOC(=O)C1CCCN(C(=S)NC(=O)c2cc(Br)ccc2Cl)C1 (centres undefined) | i
85 | O=C(NOCc1ccccc1)c1ccc([N+](=O)[O-])cc1 | i
86 | O=C1COc2ccc(C(=O)COC(=O)c3nc(Cl)ccc3Cl)cc2N1 | i
87 | COc1cc(/C=C/C(=O)OCC(=O)NC(=O)NC2CCCCC2C)ccc1OC(F)F (centres undefined) | i
88 | C/C(=N\NC(=O)c1cccc(S(=O)(=O)Nc2ccc(C)cc2C)c1)c1ccncc1 | i
89 | O=C(Nc1ccc(S(=O)(=O)N2CCCC2)cc1)c1cncc(Br)c1 | i
90 | Cc1ccccc1-c1nnn(CC(=O)NC(=O)NC2CCCC2)n1 | i
91 | CC(C)(C)OC(=O)N[C@@H](C(=O)OC(C)(C)C)c1ccc(C(F)(F)F)cc1 | i
92 | CC(NC(=O)c1ccco1)C12CC3CC(CC(C3)C1)C2 (centres undefined) | i
93 | CSCCC(NC(=O)c1ccccc1)C(=O)N1CC(C)OC(C)C1 (centres undefined) | i
94 | NC(=S)NN=C(c1ccc(F)cc1)C1CC1 | i
95 | CC(=O)Nc1ccc(S(=O)(=O)NC2(c3ccccc3)C(=O)N(C)C(=O)N(C)C2=O)cc1 | i
96 | Nc1nnc(SCC(=O)NCC(=O)Nc2ccc(F)c(F)c2F)s1 | i
97 | O=C(O/C(=C/c1ccccc1)C(F)(F)F)c1ccccc1 | i
98 | CCCNc1ncnc2c1cnn2C1CCCCO1 (centres undefined) | i
99 | Cc1cc(Br)ccc1NC(=O)CN(C)C(=O)CN1C(=O)NC(C)(C2CC2)C1=O (centres undefined) | i
100 | Cc1cc(OCC(=O)OCC(=O)Nc2cc(S(=O)(=O)N3CCOCC3)ccc2Cl)ccc1Cl | i
101 | CCN(C(=O)COC(=O)/C=C/c1nc2ccccc2s1)c1c(N)n(Cc2ccccc2)c(=O)[nH]c1=O | i
102 | Cc1nc(CN2CCCCC2)c(O)c(=O)[nH]1 | i
103 | CC(=O)c1ccc(S(=O)(=O)Nc2ccc(-n3cnnn3)cc2)cc1 | i
104 | COc1ccc(CNC(=O)COC(=O)c2cccc(S(=O)(=O)N3CCOCC3)c2)cc1 | i
105 | CCOC(=O)[C@H]1[C@H]2COc3ccc(C)cc3[C@@H]2N2C(=O)CN(Cc3ccc(Cl)cc3)C(=O)[C@@]12C | i
106 | CC1CC(C)(C)OC(c2ccc(C(C)C)cc2)O1 (centres undefined) | i
107 | CN(C(=O)c1ccc(NC(=O)Cc2ccc(NC(=O)C3CCN(C(=O)c4ccccc4)CC3)cc2)cc1)C1CC1 | i
108 | COc1ccc(N2C(=NC(=O)c3ccc(Br)cc3)SC3CS(=O)(=O)CC32)cc1 (centres undefined) | i
109 | Cc1noc(C)c1CSCC(=O)OCc1nnc(-c2ccc([N+](=O)[O-])cc2)o1 | i
110 | O=C(CSC(=S)N1CCCC1)N(Cc1nnc(-c2ccccc2Cl)o1)C1CC1 | i
111 | CC(CCc1ccccc1)NC(=O)CCNS(=O)(=O)c1ccccc1C(F)(F)F (centres undefined) | i
112 | NC(N)=Nc1ccc(C=C2C=Cc3ccccc32)cc1 | i
113 | COc1ccc(Cl)cc1NC(=O)COC(=O)C1CC1 | i
114 | CCCN(CC(=O)Nc1ccccc1C)C(=O)c1nn(CC)c(=O)c2ccccc12 | i
115 | O=C(CNC(=O)c1ccc(N2CCCC2=O)cc1)Nc1ccc(F)c(F)c1F | i
116 | O=C(COc1ccc(-n2cnnn2)cc1)Nc1ccccc1OC(F)F | i
117 | O=C(CCNS(=O)(=O)c1ccccc1)NNC(=O)COc1ccccc1F | i
118 | C[C@H](NS(=O)(=O)c1ccc(Cl)cc1)C(=O)OCC(=O)N1CCOCC1 | i
119 | Cc1[nH]nc(-c2cccnc2)c1N=NN(C)C | i
120 | COCCOC(=O)c1c(NC(=O)COC(=O)c2ccc(C)o2)sc(C(N)=O)c1C | i

# Next part
item | SMILES | TMEM16A act
121 | COc1ccc(C(=O)N2CCN(S(=O)(=O)c3ccc(Br)cc3)CC2)cc1 | i
122 | N#Cc1ccc(NC(=O)CSc2nc3[nH]c(=O)cc(O)c3s2)cc1 | i
123 | COc1ccc(CN([C@H](C)CO)S(=O)(=O)N(Cc2ccccc2)[C@H](CO)C(C)C)cc1 | i
124 | C=CCn1c(SCC(=O)Nc2cc(C)on2)nnc1-c1ccccc1F | i
125 | CN1C[C@@H]2[C@@H]3C(=O)N(Cc4ccccc4)C(=O)[C@@H]3[C@](C)(C1=O)N2C(=O)c1ccc(C(C)(C)C)cc1 | i
126 | CC(C)(C)OC(=O)C[C@H]1C/C=C\C[C@@H](CC(=O)N[C@H](CO)Cc2ccccc2)C(=O)NCCOC1=O | i

# Exported with each value named: part of the list above
(124) C=CCn1c(SCC(=O)Nc2cc(C)on2)nnc1-c1ccccc1F
  TMEM16A act: i

(11) CCc1ccc(NC(=O)C(=O)c2ccccc2NC(C)=O)cc1
  TMEM16A act: i

# Assay outcomes (PubChem BioAssay)

# Only part of the results is shown. The share of hits here may be higher or lower than overall.
